Compound activity deposited in PubChem BioAssay by NCI.
sgs1 mgt1: NCI yeast anticancer drug screen, S. cerevisiae sgs1 mgt1 strain; hit rate 10% among 78,000; % growth inhibition at 50 µM;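 further: 0% = growth of vehicle-only cultures of the same strain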
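Mutant yeast exposed to compound; growth scored against vehicle-only wells.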
yeast mec2-1: NCI yeast anticancer drug screen, S. cerevisiae mec2-1 strain; hit rate 9% among 79,000; % growth inhibition at 50 µM;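 further: 0% = growth of vehicle-only cultures of the same strain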
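Using mec2-1 yeast: add compound, measure growth, express inhibition versus vehicle-treated cultures.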
yeast mlh1 rad18: NCI yeast anticancer drug screen, S. cerevisiae mlh1 rad18 strain | growth inhibition, % at 50 µM | hit rate 11% among 79,000;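 further: 0% = growth of vehicle-only cultures of the same strain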
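Test agents were incubated with a yeast strain of defined genotype (DNA damage repair defect). Inhibition of growth was derived by comparison with vehicle-exposed cultures.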
yeast rad50: NCI yeast anticancer drug screen, S. cerevisiae rad50 strain | % growth inhibition at 50 µM | hit rate 10% among 79,000;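 further: 0% = growth of vehicle-only cultures of the same strain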
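Growth of the mutant yeast was measured after compound exposure and referenced to vehicle-treated cultures.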
cln2 rad14: NCI yeast anticancer drug screen, S. cerevisiae cln2 rad14 strain. growth inhibition, % at 50 µM. hit rate 8.3% among 78,000;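 further: 0% = growth of vehicle-only cultures of the same strain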
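cln2 rad14 yeast strain; compound exposure; growth inhibition read vs vehicle controls.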
yeast bub3: NCI yeast anticancer drug screen, S. cerevisiae bub3 mutant strain; % growth inhibition at 50 µM; hit rate 9.9% among 78,000;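 further: 0% = growth of vehicle-only cultures of the same strain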
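Yeast carrying a defined mutation is treated with each compound, and growth is compared with that of vehicle-exposed cells to give inhibition.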
An asterisk follows results filed as active; / = not tested or not shown. No stated cut-off is given here; in the data, active means growth inhibition above about 70%; inactive means the rest.

SMILES	sgs1 mgt1	yeast mec2-1	yeast mlh1 rad18	yeast rad50	cln2 rad14	yeast bub3
COc1ccc(Cc2c(-c3ccc(C)cc3)n[nH]c(=O)c2C2C(=O)N(c3ccccc3)N=C2c2ccccc2)cc1 (stereo not given)	98.2*	95.3*	96.0*	97.0*	96.0*	97.5*
O=C(/C=C\c1ccccc1)OCC(=O)c1ccc(-c2ccccc2)cc1	1.9	-2.3	4.4	-20.1	-34.3	1.1
CC(C(=O)O)C1(O)CCCCc2ccccc21 (stereo not given)	11.9	7.5	4.5	-3.5	-3.1	-1.6
N#CNc1ccccc1	-12.2	6.2	3.5	0.1	-8.8	5.2
C1CCN=C(N2CCCCCC2)CC1	-5.8	-4.2	-6.2	-16.9	-33.0	13.6
CCOC(=O)/C(=C/c1cn(C(C)=O)c2ccccc12)P(=O)(OC)OC	-1.1	-4.1	-15.8	-28.9	13.8	5.8
Cc1ccc(N=C(Cl)/C=C/c2ccccc2)cc1	9.3	4.3	16.3	-5.2	-18.0	13.0
Clc1cccc(Cl)c1C(Nc1cnccn1)Nc1cnccn1	44.0	60.1	11.1	-3.7	37.5	12.2
O=C(CCCCCCCCC(=O)CC(=O)c1ccccc1)CC(=O)c1ccccc1	-10.1	-3.2	-6.2	-18.1	-47.5	0.5
O=C(COc1ccccc1)NC(Cc1ccccc1)C(=O)O (stereo not given)	-9.5	-10.3	3.1	6.0	6.5	9.6
CN1CCN(Cc2oc(CO)cc(=O)c2O)CC1	5.2	-22.9	-7.7	-3.8	12.2	16.8
CC(=O)NC(CC(=O)O)C(=O)Nc1ccccc1 (stereo not given)	16.6	36.8	13.4	13.8	13.6	8.9
CSc1ncc2c(n1)-c1ccccc1OC2	24.8	48.9	57.2	67.8	22.4	14.3
COc1cc(C)c(O)c(C)c1C	-6.5	-4.1	8.3	-1.9	-30.3	-13.1
O=c1ncccn1C1OC(CO)C(O)C1F (stereo not given)	9.5	-6.7	-1.7	4.8	-7.2	3.8
CCCCN(CCCC)CCC(=O)OCC	/	-29.4	-28.2	-19.6	/	/
N=C(N)c1nc2ccccc2s1	17.4	-13.5	5.3	6.2	7.7	24.0
CCOC(=O)C1SCCC1(C)O (stereo not given)	16.6	21.7	12.7	18.9	16.8	3.5
N/N=C(/C(=O)Nc1cccc(Cl)c1)C(C(=O)c1ccc(O)cc1O)C1OC(=O)c2ccccc21 (stereo not given)	-8.1	-14.3	20.1	-17.4	0.8	6.1
COc1ccc(OC2OC(CO)C(O)C(O)C2O)cc1 (stereo not given)	-4.3	-0.1	-50.6	8.9	18.1	6.5
C=CCCC1CCCNC1=S (stereo not given)	15.2	6.0	26.1	14.9	16.8	10.5
CC(=O)[C@H]1CC[C@H]2[C@@H]3C[C@@H](C)[C@@]4(O)CC5(CC[C@]4(C)[C@H]3C(=O)C[C@]12C)OCC(C)(C)CO5	13.9	12.7	-8.4	6.8	32.0	15.8
Nc1ccc(OCC(O)CN2CCN(c3ccccc3)CC2)cc1 (stereo not given)	6.7	4.2	4.1	7.5	-3.9	10.6
C/C=C/C#CC#C/C=C/C=C/CC	-1.4	0.7	-2.0	10.1	8.6	16.6
O=C(O)CNC(=O)COc1ccccc1	-1.1	1.3	0.8	2.5	-71.2	2.9
CC1(O)CC2CCC1C2 (stereo not given)	10.8	9.6	13.1	12.8	4.8	9.5
Cc1ccc(CC2(C(=O)O)Cc3ccc(C)cc3C2)cc1 (stereo not given)	89.3*	86.3*	92.3*	78.3*	91.2*	91.0*
CCCCCCCCCCCCC(F)C(=O)OCC1OC(n2cc(C)c(=O)[nH]c2=O)CC1N=[N+]=[N-] (stereo not given)	36.4	-15.7	14.8	3.2	-14.8	10.7
CCN(CC)c1cccc(NC(=O)OCCOC(=O)Nc2cccc(N(CC)CC)c2C)c1C	9.2	0.1	-1.4	6.2	9.3	2.5
O=c1[nH]c(=O)n(CCCO)cc1F	-33.4	-38.6	-41.3	34.4	-8.6	-26.6
CC(Cn1c2c3ccccc3ccc2c2oc(=O)c3ccccc3c21)N(C)C (stereo not given)	-0.8	0.6	23.1	-6.5	-4.1	9.0
C[C@]12CC[C@@H]3c4ccc(OS(=O)(=O)O)cc4CC[C@H]3[C@@H]1CCC2=O	12.2	-0.4	3.1	22.2	18.4	23.6
CCCCCC/C(CC(=O)CCC(=O)NCCc1ccccc1)=N\NC(=O)c1ccc2ccccc2c1O	32.6	20.2	45.5	25.0	-49.2	2.5
O=S(=O)(O)C1=CC(=N/Br)/C=CC/1=N\Br	-13.7	-15.5	-24.3	43.1	2.0	-33.6
CCC1CSC(NS(=O)(=O)c2ccc(N)cc2)=N1 (stereo not given)	-0.7	-3.5	1.3	-18.4	-39.0	2.1
CON1C(=O)C(c2cccs2)=C2SCC=C21	65.0	28.8	50.2	51.2	-34.1	32.0
Cc1nc2cccc([N+](=O)[O-])c2n1CCCN(C)C	11.9	6.5	10.1	1.7	-8.9	18.3
C/C(=C\c1ccccc1)C(O)C(=O)c1nc2ccc([N+](=O)[O-])cc2[nH]c1=O (stereo not given)	-11.4	-33.1	14.5	-5.5	21.4	-26.4
NC(N)=NS(=O)(=O)c1ccc(N=NC2=C(O)C(c3ccccc3)N(c3ccccc3)C2=O)cc1 (stereo not given)	35.5	22.1	33.0	6.3	0.3	0.5
COc1ccc(CCNC(=O)CCc2ccccc2CO)cc1OC	-36.9	13.9	-5.9	15.8	-5.9	-39.2
Clc1ccccc1-c1ncc2cnccn12	-13.4	-13.3	-18.1	-1.4	-59.9	10.8
O=S(Cc1ccccc1)/C(=C/NC(=S)N=Nc1c(O)[nH]c2ccccc12)c1ccccc1 (stereo not given)	14.2	-11.1	-3.1	15.3	33.2	-4.1
Cc1c(CO)[n+](=O)c2ccccc2n1[O-]	0.5	12.6	21.7	30.4	-22.6	3.4
O=C1C2C3C=CC(C3)C2C(=O)C2C3C=CC(C3)C12 (stereo not given)	99.0*	99.3*	99.2*	98.6*	88.0*	98.9*
COc1ccc(OC)c(NC(=S)N/N=C/c2cccc3ccccc23)c1	7.4	17.6	33.9	-4.5	-33.1	28.4
O=C(OCc1ccccc1)N(Cc1ccccc1)S(=O)(=O)c1ccccc1	14.9	34.8	0.4	26.1	5.5	13.6
COc1cccc2c1C(=O)c1ccccc1-2	-0.2	3.5	10.9	10.2	-33.6	3.2
CCC(/C=C/C1OC(=O)C=CC1C)=C\C(C)C/C=C/C(C)=C/C(C)C(=O)C(C)C(O)C(C)C/C(C)=C/C(=O)O (stereo not given)	40.0	17.9	29.6	63.2	28.4	25.9
Cc1ccc2c(c1)C(NC(Cc1ccccc1)C(=O)O)C(Cl)C(=O)O2 (stereo not given)	-8.2	-1.4	-17.6	4.5	-0.2	14.5
CC(C)(C)OC(=O)NCCCCC(NC(=O)OC(C)(C)C)C(=O)O (stereo not given)	9.7	8.6	-8.7	3.6	2.8	6.0
Nc1nc(-c2ccccc2)c(CCCOc2ccccc2)c(=O)[nH]1	9.7	-3.1	21.6	5.5	-4.1	42.0
Cc1ccc([N+](=O)[O-])cc1NC(=O)C(=O)C(C(=O)c1ccccc1F)C1OC(=O)c2ccccc21 (stereo not given)	-14.4	5.7	-1.9	-3.1	13.1	-1.1
CC(C)(C)NC(=O)Oc1ccc2ccccc2c1	-6.0	-14.6	-15.7	1.8	-84.9	10.3
O=C1C=C/C(=N\N=C(c2ccccc2)c2ccccc2)O1	-49.6	-67.8	-28.2	-38.1	7.5	-42.7
Ic1cc2c(cc1CNCc1ccccc1)OCO2	26.7	-19.6	7.2	11.7	-56.4	2.6
CCOC(C)C=O (stereo not given)	-21.4	19.1	-25.9	-3.9	-36.0	-7.6
CC(=O)c1c(C)c([N+](=O)[O-])c(C)c([N+](=O)[O-])c1C	-8.9	11.9	7.3	2.1	-94.8	23.4
CC(Nc1nccs1)Nc1nccs1	-5.8	7.7	11.9	-4.5	63.0	4.5
O=C1C=CC(=Nc2ccc3c(c2)Cc2cc(Br)ccc2-3)O1	20.2	0.7	25.4	7.7	19.0	11.6
O=C1C/C(=C\c2cccc(OCc3ccccc3)c2)C(=O)N1	20.8	10.2	23.2	12.2	-45.9	-9.2

Compounds from the list above containing a carbonyl joined to an NH by a bond outside any ring, in the order listed:
SMILES	sgs1 mgt1	yeast mec2-1	yeast mlh1 rad18	yeast rad50	cln2 rad14	yeast bub3
O=C(COc1ccccc1)NC(Cc1ccccc1)C(=O)O (stereo not given)	-9.5	-10.3	3.1	6.0	6.5	9.6
CC(=O)NC(CC(=O)O)C(=O)Nc1ccccc1 (stereo not given)	16.6	36.8	13.4	13.8	13.6	8.9
N/N=C(/C(=O)Nc1cccc(Cl)c1)C(C(=O)c1ccc(O)cc1O)C1OC(=O)c2ccccc21 (stereo not given)	-8.1	-14.3	20.1	-17.4	0.8	6.1
O=C(O)CNC(=O)COc1ccccc1	-1.1	1.3	0.8	2.5	-71.2	2.9
CCN(CC)c1cccc(NC(=O)OCCOC(=O)Nc2cccc(N(CC)CC)c2C)c1C	9.2	0.1	-1.4	6.2	9.3	2.5
CCCCCC/C(CC(=O)CCC(=O)NCCc1ccccc1)=N\NC(=O)c1ccc2ccccc2c1O	32.6	20.2	45.5	25.0	-49.2	2.5
COc1ccc(CCNC(=O)CCc2ccccc2CO)cc1OC	-36.9	13.9	-5.9	15.8	-5.9	-39.2
CC(C)(C)OC(=O)NCCCCC(NC(=O)OC(C)(C)C)C(=O)O (stereo not given)	9.7	8.6	-8.7	3.6	2.8	6.0
Cc1ccc([N+](=O)[O-])cc1NC(=O)C(=O)C(C(=O)c1ccccc1F)C1OC(=O)c2ccccc21 (stereo not given)	-14.4	5.7	-1.9	-3.1	13.1	-1.1
CC(C)(C)NC(=O)Oc1ccc2ccccc2c1	-6.0	-14.6	-15.7	1.8	-84.9	10.3

The results go on:
SMILES	sgs1 mgt1	yeast mec2-1	yeast mlh1 rad18	yeast rad50	cln2 rad14	yeast bub3
CNc1ccc(C(=O)O)cc1	-2.2	-14.0	-9.9	-7.8	5.1	-0.5
CC(C)c1cc2c(cc1O)C(O)C1(O)CCCC(C)(C)[C@H]1CC2 (stereo not given in full)	93.0*	93.7*	91.8*	91.4*	91.6*	93.0*
Cc1cc(N/N=C/c2ccc([N+](=O)[O-])o2)c2cc3c(cc2n1)OCO3	97.5*	92.3*	95.3*	96.7*	92.7*	90.5*
O=C(Nc1ccc(C(=O)O)cc1)Nc1ccccc1Cl	17.8	17.9	2.0	16.7	15.5	39.1
CCC(/C=C/c1ccc(OC)cc1)=N/Nc1ccccc1	50.0	17.4	3.5	-1.2	-6.2	12.9
CCSc1nc2sc(C)c(C)c2c(=O)n1-c1ccc(C(=O)O)cc1	-20.6	0.8	4.2	1.6	8.8	-9.3
CC(=O)[O-].Cc1ccnc(NS(=O)(=O)c2ccc(N=Cc3ccccc3[O-])cc2)n1.Cc1ccnc(NS(=O)(=O)c2ccc(N=Cc3ccccc3[O-])cc2)n1.[Cu+2]	2.6	2.0	34.4	9.0	19.1	11.1
CCCC1OC1(CC)C(=O)OCC(CC)(COC(=O)C1(CC)OC1CCC)COC(=O)C1(CC)OC1CCC (stereo not given)	1.2	-19.5	4.0	-7.4	-2.0	4.3
O=C(O)/C(=C\c1ccc(Cl)cc1)c1ccc(C(F)(F)F)cc1[N+](=O)[O-]	96.0*	97.5*	98.2*	94.1*	97.6*	96.8*
Nc1nc2c(c(=O)[nH]1)C(c1ccccc1)C(c1ccccc1)C2 (stereo not given)	3.8	-8.7	0.1	-2.9	-27.4	-9.5
O=c1[nH]nc(Cc2ccccc2)n1Nc1ccccc1	-38.9	-10.7	-44.9	-34.5	-43.1	-19.1
O=C(Cc1ccccc1)Nc1cccc2ccccc12	0.8	1.7	0.9	6.2	1.0	22.9
Cc1cc(C)c(-c2no/c(=N\S(=O)(=O)c3ccc(Cl)cc3)o2)c(C)c1	0.8	-4.1	3.9	-10.0	26.0	-13.1
O=C(O)CCC1(c2ccccc2)NC(=O)NC1=O (stereo not given)	-18.4	-2.9	-6.8	-39.1	-37.0	-1.1
Nc1nc(-c2ccccc2)cc(-c2cc(-c3ccccc3)nc(N)n2)n1	-18.9	-8.3	10.3	12.8	-1.5	-6.0
O=S1c2ccccc2N=C(c2cccc3ccccc23)CC1c1cccc2ccccc12 (stereo not given)	52.5	38.8	41.0	56.4	23.8	58.1
C/C(CC(=O)NCCc1ccccc1)=N\NS(=O)(=O)c1ccc(C)cc1	10.2	-6.6	8.0	37.1	28.3	-4.2
CC1(C)C2CCC1(C)C1(C2)OCCS1 (stereo not given)	1.0	-5.2	-7.7	24.8	11.2	1.1
CCCCCC(O)c1ccccc1 (stereo not given)	11.2	-15.1	17.5	22.7	-6.8	-7.1
CCc1ccccc1NC(=O)C(=O)C1C(=O)N(c2ccccc2)N=C1N (stereo not given)	-3.0	-31.4	-22.0	-10.2	21.4	-34.5
O=C(O)CCCNc1ncc2c(n1)-c1ccccc1OC2	-3.4	51.0	-9.3	65.5	-26.0	-22.9

Two records drawn at random from the list so far, as already listed:
SMILES	sgs1 mgt1	yeast mec2-1	yeast mlh1 rad18	yeast rad50	cln2 rad14	yeast bub3
O=c1[nH]nc(Cc2ccccc2)n1Nc1ccccc1	-38.9	-10.7	-44.9	-34.5	-43.1	-19.1
Nc1nc2c(c(=O)[nH]1)C(c1ccccc1)C(c1ccccc1)C2 (stereo not given)	3.8	-8.7	0.1	-2.9	-27.4	-9.5
